Compound activity (PubChem BioAssay)
Polio RdRp inh = inhibitors of poliovirus RNA polymerase binding and polymerization; P03300; hit rate 0.66% among 150,000; % elongation, % (compound at 16.7 µg/mL); poliovirus polymerase elongation, fluorescence polarization; active compounds read low; in the data active = % elongation below about 90%; note: some results filed as inactive read as strong as hits
Target sequence (P03300 1749-2209 limits assumed): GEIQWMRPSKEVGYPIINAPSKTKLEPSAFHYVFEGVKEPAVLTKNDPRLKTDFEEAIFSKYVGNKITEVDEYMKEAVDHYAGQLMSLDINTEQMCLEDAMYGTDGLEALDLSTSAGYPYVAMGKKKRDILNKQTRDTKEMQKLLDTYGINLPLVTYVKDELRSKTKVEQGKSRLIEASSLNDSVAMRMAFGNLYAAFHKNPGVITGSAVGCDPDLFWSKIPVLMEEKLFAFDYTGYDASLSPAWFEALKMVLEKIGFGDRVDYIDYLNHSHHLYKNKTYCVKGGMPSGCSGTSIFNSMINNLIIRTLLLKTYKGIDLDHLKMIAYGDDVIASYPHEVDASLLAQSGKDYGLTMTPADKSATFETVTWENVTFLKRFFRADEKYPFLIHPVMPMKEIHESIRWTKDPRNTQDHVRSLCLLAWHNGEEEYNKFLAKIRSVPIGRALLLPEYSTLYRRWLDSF
Polio RdRp inh FP z-score = recorded beside Polio RdRp inh, whose call it bears; z-score; measured here: FP z-score; hits read low
* = called active by the depositor; & = joins results of further samples. These rows are one share of the data; rates above refer to the full screens.

SMILES	Polio RdRp inh	Polio RdRp inh FP z-score
CCOc1ccc(N=Cc2sc3ccccc3c2O)cc1	75	-6.9
O=C(Cn1ncc2c1-c1ccccc1OC2)N1CCN(c2ccccc2)CC1	108	1.3
COc1ccc(-n2cc(-c3ccccc3)c3c(NCc4cccc(Cl)c4)ncnc32)cc1	111	0.8
CCCCCNC(=O)c1cc2c(=O)n3ccccc3nc2n1C	113	1.2
OC1(Cc2ccccc2)CCCCC1	99	0
COc1cccc(C2CC(c3cccs3)=NN2C(=O)CSc2nncn2C)c1OC (stereo not given)	104	0.5
Cc1ccc(CCNc2ccccc2)cn1	104	0.8
Cc1onc(-c2ccccc2Cl)c1C(O)c1ccc(F)cc1 (stereo not given)	100	-0.5
COc1ccc(NC(=O)CCn2c(=O)oc3ccccc32)cc1	101	0.5
O=C(O)c1ccc(CNCc2ccc(Cl)cc2)cc1	103	0.5
O=C(COC(=O)C1=NN(c2ccccc2)C(=O)CC1)NC1CCCC1	108	0.8
Cc1cn2c(CC(=O)O)csc2n1	104	0.3
O=C(NCc1ccccn1)c1cc2n(n1)C(C(F)(F)F)CC(c1ccco1)N2 (stereo not given)	102	0.3
CCOC(=O)CN1C(=O)CC(C[C@@H](O)C2C[C@@H](C)C[C@H](C)C2=O)CC1=O (stereo not given in full)	99&100	-0.7&0.1
CCn1c(-c2cc(C)n(C)n2)n[nH]c1=S	103	0.4
O=C(O)C1CCCN(c2ncnc3c2sc2cccc(F)c23)C1 (stereo not given)	103	0.3
Cc1sc(N=Nc2c(O)[nH]c(=O)[nH]c2=O)c(C#N)c1C	96	-0.4
Cc1ccc(C)c(S(=O)(=O)N2CCN(C(=O)[C@H](C)N3C(=O)C4CC=CCC4C3=O)CC2)c1 (stereo not given in full)	105	0.4
O=C(O)C1C2CCCCC2=C2CCCCC2C1C(=O)c1ccccc1 (stereo not given)	103	0.6
O=C1Nc2ccccc2O/C1=C\c1ccc(C(=O)NCCCN2CCOCC2)cc1	100	-0.3
O=C(Cn1ncc2c1-c1ccccc1OC2)NCc1ccccc1	102	0.6
COC(=O)c1cc(S(=O)(=O)N2CCCCCC2)c[nH]1	103	0.8
Cc1ccc(Cn2c(=O)n(CCCCC(=O)NCc3ccc4c(c3)OCO4)c(=O)c3ccccc32)cc1	104	-0.5
CC(C)NC(=O)CCn1cnc2onc(-c3ccc(F)cc3)c2c1=O	103	0.1
Cc1ccccc1NS(=O)(=O)Cc1ccccc1	117	1.3
Cc1ccccc1NC(=O)CC1C(=O)NCCN1C(=O)c1cccc(Cl)c1 (stereo not given)	107	0.3
COc1cc(C2CC(=O)Nc3c2c(=O)[nH]c2nc4ccccc4n32)ccc1O (stereo not given)	102	-0.7
CCOc1ccccc1CNS(=O)(=O)c1cnc[nH]1	101	-0.2
CC(=O)NCCN=Cc1c(O)[nH]c(=O)[nH]c1=O	103	0.1
COc1ccc(C2C(Oc3ccc(Cl)cc3C)C(=O)N2c2ccc(C)c(C)c2)cc1OC (stereo not given)	110	0.6
CCCCCn1c(NCc2ccccc2OC)nc2ccccc21	102	-0.4
Cc1oc(-c2ccccc2Cl)nc1CS(=O)(=O)CC(=O)NC(C)c1ccccc1 (stereo not given)	102	-0.7
O=C(Cn1cc(C(=O)c2ccco2)c2ccccc21)Nc1ccc(Br)cc1	109	0.7
COc1ccc(OC)c(S(=O)(=O)Nc2cccc(-c3ccc(N4CCCCC4)nn3)c2)c1	85*	-4.9*
Cc1cccc(C(=O)Nc2sc3c(c2C(=O)O)CCCC3)c1	105	0
Cc1ccc(C)c(CN2C(=O)c3ccccc3S(=O)(=O)c3ccc(C(=O)N4CCN(c5ccccc5)CC4)cc32)c1	102	-0.8
COC(=O)C1=C(O)CSC1=Nc1cccc(C(F)(F)F)c1	100	-0.1
Cc1cc(C)c(C(=O)COc2ccccc2O)cc1C	99	-0.1
O=C(CNC(=O)c1ccccc1F)NC1CCN(Cc2ccccc2)CC1	104	0.4
[O-]/C(=C(\C(=S)Nc1ccccc1)[n+]1ccccc1)c1ccccc1	104	0.2

Retrieved one by one from the list above:
SMILES	Polio RdRp inh	Polio RdRp inh FP z-score
Cc1ccccc1NS(=O)(=O)Cc1ccccc1	117	1.3
Cc1oc(-c2ccccc2Cl)nc1CS(=O)(=O)CC(=O)NC(C)c1ccccc1 (stereo not given)	102	-0.7
O=C(CNC(=O)c1ccccc1F)NC1CCN(Cc2ccccc2)CC1	104	0.4
O=C(Cn1ncc2c1-c1ccccc1OC2)NCc1ccccc1	102	0.6

Later entries.
SMILES	Polio RdRp inh	Polio RdRp inh FP z-score
CCc1ccc(N2C(=O)Nc3ccccc3N2O)cc1	104	0.5
Cc1ccc(CNC(=O)CCS(=O)(=O)c2ccc3c(c2)CC(C)N3C(=O)C2CC2)cc1 (stereo not given)	110	0.4
Cc1noc(C)c1COc1cc2ccccc2cc1C(=O)NCC(F)(F)F	97	-0.9
Cn1c(Cc2ccc(Cl)cc2)nc2ccccc21	100	-0.5
Cc1cc(-c2ccc(C)c(S(=O)(=O)Nc3cccc(C(F)(F)F)c3)c2)on1	99	-1.1
Cc1cccc(C(=O)Nc2cc(-c3ccccc3F)nn2-c2ccccc2)c1	103	-1.1
CC12CCC(C(=O)Nc3ccccc3)(OC1=O)C2(C)C (stereo not given)	100	-0.4
CCc1ccccc1NC(=O)N1CCC(NC(=O)C(Cc2ccccc2)NC(C)=O)CC1 (stereo not given)	104	1
COc1cccc(CNC(C)C23CC4CC(CC(C4)C2)C3)c1OCc1cccs1 (stereo not given)	99	-0.9
N#Cc1cc(C#N)c(=S)[nH]c1N	102	0
CCN1C(=O)c2ccccc2S(=O)c2ccc(C(=O)NCc3ccc(C)cc3)cc21 (stereo not given)	106	0.2
c1ccc(CSc2nnc(-c3ccco3)n2-c2ccccc2)cc1	99	-0.5
O=C(CSc1nc(=O)n(CCN2CCOCC2)c2c1CCC2)Nc1ccc(F)cc1F	110	0.8
CC(C)(C)c1ccc(CN(Cc2ccco2)c2cnc(S(C)(=O)=O)nc2C(=O)Nc2ccc(F)cc2)cc1	107	0
Cc1ccc(NC(=O)COc2cccc3c2CCN(Cc2cccnc2)C3=O)c(C)c1	99	-0.6
O=C1OC2(CCCCC2)OC(=O)C1=CNc1ccc(Cl)cc1C(F)(F)F	103	0.6
CCCN(CCC)CCNC(=O)c1nn(C)c2c1CS(=O)(=O)c1ccccc1-2	109	0.5
COc1ccc(C#N)cc1OC	100	0.3
COc1ccc(OC)c(NC(=O)c2cnc3sccn3c2=O)c1	103	1.2
CCOC(=O)C1=CN(O)/C(=C\N=O)C=C1	102	0
Cc1cc(OC(C)C(=O)O)cc(C)c1Cl (stereo not given)	102	0.1
Cc1nn2cnnc2c(C)c1CCC(=O)N1CCCC1	99	-1.4
COc1ccccc1N1CCN(S(=O)(=O)c2ccc(Cl)s2)CC1	103	1.2
O=C(N=Nc1c(O)[nH]c2cc3c(cc12)OCCCO3)C1CCCCC1	99	-0.3
COc1cccc2c1cc1c(=O)n(CC(=O)N3CCN(c4cc(Cl)ccc4C)CC3)nc(C)n12	107	0.2
CCc1nn2c(=O)cc(CN(C)Cc3ccccc3)nc2s1	101	0
COC(=O)C1=CN(C2CC2)C=C(C(=O)OC)C1c1ccc(OC(F)(F)F)cc1	103	0.2
COc1ccc(-c2noc(CN(C(=O)Cc3ccc(C)cc3)C(C)C)n2)cc1	106	0.3
CC(=C\c1ccccc1)/C=C1/SC(=S)N(C2CCCCC2)C1=O	98	-0.7
CCC1CSC(Nc2ccccc2OC)=N1 (stereo not given)	102	0.1
Cc1ccc(NC(=O)Cn2c(=O)n(Cc3ccc(C(=O)NCc4ccc5c(c4)OCO5)cc3)c(=O)c3ccccc32)cc1	107	0.4
CCN(CC)P1(=S)N(C)P(=S)(N(CC)CC)N1C (stereo not given)	102	0.1
CC(=O)Nc1ccc(C(=O)NN)cc1	107	0.5
Cc1[nH]n(-c2ccccc2)c(=O)c1C(=O)C(F)(F)F	103	0.5
COc1cccc(OCc2nnc(SCc3ccccc3)n2C)c1	103	0.3
CN(CCC#N)c1ccc(/C=C2\CC/C(=C\c3ccc(N(C)CCC#N)cc3)C2=O)cc1	50	-8.2
CSc1nc(NC(C)=O)nc(C)c1Br	100	-0.2
CCn1cc(C(=O)NCCc2ccc(OC)c(OC)c2)c(=O)c2cc(S(=O)(=O)N(C)C)ccc21	99	-1
CCOC(=O)c1oc2ccccc2c1COC(=O)CNC(=O)c1cccs1	99	-0.7
COCCNC(=S)Nc1ccccc1	102	0.1

Ordered by length of the SMILES (low to high): part of the list above
SMILES	Polio RdRp inh	Polio RdRp inh FP z-score
COc1ccc(OC)c(NC(=O)c2cnc3sccn3c2=O)c1	103	1.2
[O-]/C(=C(\C(=S)Nc1ccccc1)[n+]1ccccc1)c1ccccc1	104	0.2
COc1ccc(-c2noc(CN(C(=O)Cc3ccc(C)cc3)C(C)C)n2)cc1	106	0.3

Additional results.
SMILES	Polio RdRp inh	Polio RdRp inh FP z-score
CCN(CC)S(=O)(=O)c1ccc(O)cc1	99	-0.4
COc1ccc(-c2onc(C)c2C)cc1S(=O)(=O)Nc1ccc(N2CCC(C)CC2)cc1	103	1.3
CCOC(=O)c1c(C)n(-c2ccccc2)c2ccc(OC(=O)c3ccco3)cc12	102	0.1
O=C(NC1CCCC1)N1CC=C(c2c[nH]c3ccccc23)CC1	103	0.5
Cc1ccccc1C1CC(=O)c2c(ccc3ccccc23)N1 (stereo not given)	100	-0.4
Cc1c2cnn(CC(=O)Nc3ccc(F)cc3F)c(=O)c2c(C)n1Cc1cccc(Cl)c1	107	0.2
CCCCNC(=O)Cn1nnc(-c2cccc(C(F)(F)F)c2)n1	101	-0.2
CC1CCNC(c2cccn2C)CC1 (stereo not given)	103	0.3
CCOC(=O)Cn1c(=O)cc(C)c2c(C)nn(-c3cccc(F)c3)c21	100	-1.4
O=C(Nc1ccc(-c2cn3cccnc3n2)cc1)c1cc(Br)ccc1Cl	103	-0.2
O=C(COc1ccc2oc3c(c2c1)CCCC3)Nc1ccncc1	105	1.4
CC(C)(C)S(=O)(=O)/C(C#N)=C/N1CCN(C(c2ccccc2)c2ccccc2)CC1	102	-0.3
CC1(C)S[C@@H]2[C@H](NC(=O)COc3ccccc3)C(=O)N2[C@H]1C(=O)O	101	0.2
Cc1cccc(NC(=O)Cn2cc(S(=O)(=O)N3CCCC3)c(S(=O)(=O)N3CCCC3)c2)c1C	102	-1.2
CC(C)(C)c1ccc2c(c1)CN(c1cccc(C(=O)O)c1)CO2	102	0.1
Cc1ccc(CSc2nc3nccnc3c(=O)n2CCC(C)C)cc1	101	-0.3
Cc1ccc(C)c(S(=O)(=O)Nc2ccc3c(c2)CCCN3C(=O)c2cccs2)c1	109	0.6
CC(C)C1c2cccn2CCN1C(=O)Nc1ccccc1 (stereo not given)	99	-0.7
O=C(O)CCCc1ccc(F)cc1	102	0.3
O=C(NC1CCCC1)C(c1ccsc1)N(C(=O)Cc1cccs1)c1ccccc1 (stereo not given)	101	-0.4
COc1ccc(CNCC(O)c2nnn(C)n2)cc1OC (stereo not given)	104	0.5
O=C1c2ccccc2S(=O)(=O)N1Cc1cc(=O)[nH]c(=O)[nH]1	103	-0.1
O=C(Cc1ccccc1)N1CCN(c2cccc(C(F)(F)F)c2)CC1	105	0.1
O=C1c2ccccc2NC(c2ccc(O)cc2)N1c1ccccc1 (stereo not given)	99	-0.6
CC1=C(C(=O)Nc2ccc(Cl)cc2)C(c2cccs2)n2nc(SCc3cccc(Cl)c3)nc2N1 (stereo not given)	108	-1.2
O=C(NCCCN1CCN(c2ccccc2)CC1)c1nnc(Cc2ccc(F)cc2)o1	112	1
CC1CCCCN1C(=O)/C=C/c1ccccc1 (stereo not given)	103	0.5
COc1cccc(C(c2nnnn2CCC(C)C)N2CCN(c3cccc(C)c3C)CC2)c1OC (stereo not given)	98	-1.3
CC(C)[C@H](NS(=O)(=O)c1ccc2c(c1)OCCO2)C(=O)Nc1ccccc1	102	0.1
CN(C)c1nc(N)c(C#N)c(CC#N)c1C#N	80*	-1.8*
CCC(=Nc1ccccc1)C1=C(O)CCCC1=O	102	0.2
CCCCCC[N+]1(CCO)CCOCC1	99	-0.4
Cc1cccc(CC(=O)NC2CC(=O)N(c3cccc(F)c3)C2)c1 (stereo not given)	108	0.2
Nc1cc(=O)[nH]c(SCC(=O)Nc2ccc(S(=O)(=O)N3CCCC3)cc2)n1	106	0.8
Cc1cc(N/C=C2/CCCCC2=O)no1	102	0.1
COc1ccc(C(=O)Nc2ccc(S(=O)(=O)N3CCCCC3c3cccnc3)cc2)cc1OC (stereo not given)	100	-0.1
COc1ccc2[nH]cc(CCN)c2c1	100	0
O=C(c1cnc2n(c1=O)CCS2)N(C1CCCCC1)C1CCCCC1	100	-0.1
CCC(C)(CC(=O)O)CC(=O)Nc1ccc(NC(C)=O)cc1 (stereo not given)	100	-0.4
CCCN1C(=O)/C(=C/c2ccc(-c3ccc(Br)cc3)o2)NC1=S	73	-5.9
O=C1c2ccc(Br)cc2C(=O)N1C(c1ccccc1)c1ccccc1	104	0.1

An excerpt of these results, with values under each structure:
Below each compound: Polio RdRp inh	Polio RdRp inh FP z-score
Nc1cc(=O)[nH]c(SCC(=O)Nc2ccc(S(=O)(=O)N3CCCC3)cc2)n1
 : 106	0.8
Cc1cc(N/C=C2/CCCCC2=O)no1
 : 102	0.1
CCCCCC[N+]1(CCO)CCOCC1
 : 99	-0.4
O=C1c2ccc(Br)cc2C(=O)N1C(c1ccccc1)c1ccccc1
 : 104	0.1
CCC(=Nc1ccccc1)C1=C(O)CCCC1=O
 : 102	0.2

Whole records as entered above.
Profile of O=C1c2ccc(Br)cc2C(=O)N1C(c1ccccc1)c1ccccc1 = Polio RdRp inh = 104; Polio RdRp inh FP z-score = 0.1
Profile of O=C(Cc1ccccc1)N1CCN(c2cccc(C(F)(F)F)c2)CC1 = Polio RdRp inh = 105; Polio RdRp inh FP z-score = 0.1
